# Bioassay records from PubChem BioAssay.
# APJ agonist = APJ receptor agonism; P35414; CHO-K1 APJ PathHunter beta-arrestin, luminescence; 0% DMSO wells, 100% apelin; activation, % at 20 µM; 0.11% of 330,000 active; AID 2520;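 active = activation more than six SD over the plate average, tested at 20 µM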;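 also: 0% = DMSO alone and 100% = apelin-13 at 10 nM; some results filed as inactive read as strong as hits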
# Target sequence (P35414 whole entry, looked up): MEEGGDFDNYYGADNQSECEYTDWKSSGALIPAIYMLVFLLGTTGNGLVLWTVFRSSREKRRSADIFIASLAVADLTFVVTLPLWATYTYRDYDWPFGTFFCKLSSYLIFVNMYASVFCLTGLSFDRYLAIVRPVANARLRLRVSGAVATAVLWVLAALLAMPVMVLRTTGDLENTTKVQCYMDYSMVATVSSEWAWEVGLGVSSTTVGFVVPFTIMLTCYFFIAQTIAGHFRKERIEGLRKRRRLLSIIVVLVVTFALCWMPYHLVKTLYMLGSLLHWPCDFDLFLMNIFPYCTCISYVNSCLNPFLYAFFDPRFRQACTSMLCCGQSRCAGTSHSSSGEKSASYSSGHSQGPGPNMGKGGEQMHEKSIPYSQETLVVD
#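 Test system – PathHunter CHO-K1 APJ (AGTRL-1) beta-arrestin reporter cells · Input – 1000 cells/well · Compound – single test compound dose, 20 µM final, 1% DMSO · Times – compound stimulation 90 min at 25 °C, detection 60 min · Technique – beta-gal luminescence · Read-out basis – APJ–arrestin association signal · Control set – negative DMSO alone, positive Apelin-13 at 10 nM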
# NR3A LBD binder = modulators (binders) of human NR3A ligand-binding domain. Tm shift relative to glycine control, % at 25 µM. AID 1259313. 2.5% of 340,000 active. NR3A LBD differential scanning fluorimetry, Tm shift; 0% = protein alone, 100% = glycine-bound protein;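 active = melting temperature shift of at least 10% of the positive control shift, at one fixed dose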
# tim23-1 inh = growth inhibitors of tim23-1 mutant yeast | S. cerevisiae tim23-1 growth, BacTiter-Glo luminescence, 24 h | inhibition, % at 20 µM | 1.3% of 330,000 active;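 active = growth inhibition of the mutant yeast at or above 50%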;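 also: temperature-sensitive mutant grown at 25 °C; plate controls were DMSO-treated mutant yeast for no effect and medium wells lacking yeast for full effect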
# TIM10 inh = TIM10 yeast growth inhibition | 1.4% of 330,000 active | S. cerevisiae TIM10 strain growth, BacTiter-Glo luminescence, 24 h | inhibition, % at 10 µM;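 active = inhibition of 40% or more at the single tested concentration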;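 also: wild-type TIM10 isogenic control strain grown at permissive 25 °C; 0% = DMSO yeast wells and 100% = minimal medium wells without yeast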
# tim10-1 inh = tim10-1 yeast growth inhibition; S. cerevisiae tim10-1 ts strain growth, BacTiter-Glo, 24 h; inhibition, % at 20 µM; 2.2% of 330,000 active;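 active = inhibition of at least 40%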;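 also: mutant grown at 25 °C; 0% = DMSO wells with yeast and 100% = wells holding no yeast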
# NALP3 yeast inh = NALP3 inhibition in yeast. Yeast reconstituted NLRP3/ASC/caspase-1, beta-gal luminescence, 24 h. inhibition, % at 10 µM. 0.39% of 330,000 active. AID 2825;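 active = inhibition of 50% or more; inactive = inhibition below 50%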;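 also: plate controls were induced DMSO wells for no effect and uninduced yeast grown without galactose for full effect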
# beta cell repl = MIN6 beta-cell proliferation induction; MIN6 cells proliferation, ATPlite luminescence, 48 h; cells starved in 0.2% serum; 100% = growth in 10% serum; proliferation, % at 10 µM; 0.29% of 330,000 active; AID 2380;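 active = compounds whose signal lies at least 3.5 SD above the mean of all wells on their plate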;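 also: 0% = DMSO-treated cells in low-serum medium and 100% = 10% serum control; some compounds called inactive have numbers as strong as hits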
# MPTP block = blocks calcium-induced mitochondrial swelling; isolated mouse mitochondria, Ca2+ swelling absorbance, 30 min; inhibition, % at 10 µM; 1.4% of 360,000 active; AID 602449;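 active = inhibition of 50% or more, scaled per plate between neutral and stimulator controls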;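 also: 0% = DMSO wells given calcium and 100% = 1 mM EGTA wells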
# APJ antagonist = antagonists of human APJ apelin receptor | P35414 | CHO-K1 APJ beta-arrestin complementation, luminescence | inhibition, % at 20 µM | 0.32% of 330,000 active | AID 2521;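 active = inhibition above about 40% at 20 µM, limit read from the data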;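 also: cells challenged with 10 nM apelin-13 agonist together with compound; plate controls were apelin-13 plus DMSO wells for no effect and DMSO wells lacking apelin-13 for full effect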
# * marks the source's active call; other numbers are inactive results; . = not tested or not shown. Hits appear at their usual frequency, and some 7.2% of all compounds hit somewhere here.
# Start of the data: the first 3 compounds, to show the layout:
SMILES,APJ agonist,NR3A LBD binder,tim23-1 inh,TIM10 inh,tim10-1 inh,NALP3 yeast inh,beta cell repl,MPTP block,APJ antagonist
Oc1ccc(Nc2nc(-c3cccnc3)cs2)cc1,3.8,-10.9,10.1,9.4,6.4,9.1,-2.9,0.9,-4.5
CNC(=O)N(O)C1N(c2ccccc2)C(=S)SC1(C)C (stereo not given),-0.5,0.6,0.0,-13.8,-12.9,-15.5,-2.5,-3.2,12.9
COc1cccc(-c2csc(NC(=O)C3CC3)n2)c1,-1.3,19.8*,11.3,-8.4,6.4,18.8,-2.8,0.9,11.9

# Main list (from the top)
SMILES,APJ agonist,NR3A LBD binder,tim23-1 inh,TIM10 inh,tim10-1 inh,NALP3 yeast inh,beta cell repl,MPTP block,APJ antagonist
Oc1ccc(Nc2nc(-c3cccnc3)cs2)cc1,3.8,-10.9,10.1,9.4,6.4,9.1,-2.9,0.9,-4.5
CNC(=O)N(O)C1N(c2ccccc2)C(=S)SC1(C)C (stereo not given),-0.5,0.6,0.0,-13.8,-12.9,-15.5,-2.5,-3.2,12.9
COc1cccc(-c2csc(NC(=O)C3CC3)n2)c1,-1.3,19.8*,11.3,-8.4,6.4,18.8,-2.8,0.9,11.9
O=C(CCS(=O)(=O)c1ccc(Br)cc1)NCCc1ccccc1,-4.5,1.7,19.0,9.5,7.6,27.2,3.7,2.9,-12.1
O=c1cc(-c2ccccc2Cl)c2c([nH]1)CCC2,7.9,-1.2,10.0,-10.7,2.4,17.3,4.0,-1.6,10.9
CCOC(=O)c1c(/N=C/N(C)C)sc(/C=N/Nc2ccccc2)c1-c1ccccc1,1.2,-1.7,2.8,20.2,19.3,22.4,-1.4,4.2,-5.8
O=C(N/N=C/c1cc([N+](=O)[O-])ccc1O)c1cccc(N2CCCC2=O)c1,-9.6,-2.7,26.6,-3.2,7.1,10.1,-0.2,-17.4,5.9
COc1ccc(C)cc1S(=O)(=O)N1CCN(C(=O)c2ncoc2-c2cccc(F)c2)CC1,-2.8,-0.6,28.7,4.9,17.4,13.7,-0.9,-0.3,3.3
CC(C)CCNC(=O)c1ccc(Cn2c(=S)[nH]c3ccccc3c2=O)cc1,1.6,2.1,-22.8,-7.6,-38.8,8.8,2.6,1.7,14.8
O=C(Nc1ccc2oc(-c3ccncc3)nc2c1)c1ccccc1,-0.9,-6.8,9.4,44.5*,1.4,11.8,-2.1,0.6,-1.7
O=C(C1=C(O)C(=O)N(Cc2cccnc2)C1c1ccccn1)c1cccs1 (stereo not given),-3.8,-1.4,11.3,-0.3,-1.3,17.7,-1.3,0.2,-10.7
O=S(=O)(Cc1cc(Oc2ccccc2)nc(-c2ccccc2)n1)c1ccccc1,-2.7,1.6,36.2,0.9,15.5,7.7,-3.0,-0.1,17.9
CCCCNC(=O)C1C2C=CC3(CN(Cc4ccccc4Cl)C(=O)C13)O2 (stereo not given),1.1,-0.8,-2.9,3.1,1.3,4.7,1.7,0.2,0.6
Nc1nc2n(n1)C(=O)CC(c1ccccc1[N+](=O)[O-])N2 (stereo not given),-3.9,0.2,4.9,10.0,1.0,-1.6,3.2,-0.6,-24.7
CCc1cc2c(=O)[nH]cnc2s1,1.0,0.7,-8.5,-18.8,-13.5,8.1,-3.2,0.2,-1.5
CCCn1c(=NC(=O)c2ccco2)c(C(=O)OCC)cc2c(=O)n3ccccc3nc21,-0.1,2.0,20.9,-15.6,-10.1,2.2,-1.4,0.1,2.1
C=CCNC(=O)C12CCC(C)(C(=O)C1Br)C2(C)C (stereo not given),-3.0,-0.7,3.3,5.7,1.0,23.1,0.8,0.8,-1.7
Cc1cc(C)n(CC(=O)N/N=C/c2ccco2)n1,-0.2,0.8,-14.2,3.4,-4.0,-3.1,0.1,1.8,13.2
CCOC(=O)/C=C1\SCC(=O)N1CC(=O)NC(C)c1ccccc1 (stereo not given),0.5,-5.0,22.3,-1.0,-1.8,14.7,0.0,0.5,7.6
Cc1ccc(Nc2nnc(C)c3ccccc23)c(C)c1,1.4,0.4,1.7,5.0,7.5,24.6,-1.3,-0.2,-10.0
CC(=O)Nc1ccc(NC(=O)CSC2=NS(=O)(=O)c3cc(F)ccc3N2)cc1,7.2,-1.8,13.6,5.9,12.6,-1.2,-0.9,-0.1,12.2
O=C(Nc1ccc2c(c1)OCO2)c1ccc(S(=O)(=O)N2CCCC2)cc1,-1.9,2.2,21.2,8.1,11.5,20.4,-0.8,-0.3,9.9
Cc1ccc(S(=O)(=O)N2CCN(c3ncccn3)CC2)c(C)c1,3.6,-3.0,25.8,-7.9,-4.0,37.6,0.5,-0.1,-11.3
CCOC(=O)c1ccc(NC(=S)NCCCN2CCN(C3CCCCC3)CC2)cc1,-1.9,-0.4,8.7,-24.1,-0.4,9.3,-1.0,1.3,-6.3
CC(C)CN1CCN(Cc2cccn2-c2ccccn2)CC1CCO (stereo not given),-4.4,0.0,0.0,10.2,-8.0,12.8,-1.9,0.6,-1.8
# Further records:
SMILES,APJ agonist,NR3A LBD binder,tim23-1 inh,TIM10 inh,tim10-1 inh,NALP3 yeast inh,beta cell repl,MPTP block,APJ antagonist
O=C(CN1CCN(Cc2ccc3c(c2)OCO3)CC1)N1CCc2[nH]c3ccc(F)cc3c2C1,-0.3,0.1,-3.4,6.9,-2.2,8.1,-3.8,-0.6,6.0
O=C(NCCN1C(=O)S/C(=C\c2ccccc2F)C1=O)C1=COCCO1,6.6,-0.3,46.3,27.3,38.4,8.0,2.0,1.5,-7.9
Cc1ccc(C)c(N(C(=O)CNC(=O)c2ccco2)C(C(=O)NCC2CCCO2)c2ccccc2)c1 (stereo not given),-0.5,-1.0,18.0,-6.3,14.1,6.3,-2.6,1.1,9.3
COc1ccc(C/C(C)=N/NC(=O)c2cc(C)oc2C)cc1,-2.3,-1.5,3.6,-4.3,3.0,-0.8,-1.0,-0.6,3.1
O=C1OCCC1Sc1nc2ccccc2n1-c1ccccc1 (stereo not given),-0.8,-0.8,17.8,17.8,16.0,-10.2,-0.6,-1.6,14.4
CC12OC1C1(O)CCCC1=CC2=O (stereo not given),10.2,.,25.8,0.2,13.8,-8.6,-7.1,.,-6.4
CC(=O)c1ccc(N2CCN(C(=O)CCC(=O)Nc3ccc4nc(N5CCN(C)CC5)cc(C)c4c3)CC2)cc1,1.5,-3.5,5.5,14.3,5.0,9.0,-3.2,0.9,14.0
CCN(CC(=O)Nc1ccccc1OC)C(=O)C1CC2C=CC1C2 (stereo not given),-3.8,-1.3,6.0,-4.6,21.3,10.1,-0.5,0.2,-15.2
Cc1nnsc1SCCNC(=O)c1c(F)cccc1F,-1.9,3.1,4.3,9.6,9.1,8.8,-1.6,-1.1,-11.7
Cc1cc(S(=O)(=O)NCc2ccncc2)c(C)cc1Br,1.7,-2.5,12.0,-7.2,-8.0,18.3,-7.2,59.6*,-1.0
Cc1ncc([N+](=O)[O-])n1CC(=O)NC(C)(C)C,-2.0,0.7,11.2,2.1,-3.0,4.4,0.6,-3.4,-4.3
O=C1[C@H]2[C@H](C=CC[C@H]2C(=O)N2CCOCC2)CCN1Cc1ccc(Cl)c(Cl)c1,-5.8,0.6,9.5,0.8,-4.2,17.9,-0.5,.,16.6
O=C(Nc1nc(N2C(=O)c3ccccc3C2=O)n(-c2ccccc2)n1)c1ccc(Cl)cc1,-1.8,-2.1,8.9,0.3,10.1,3.0,-1.1,13.9,-3.8
O=C(N/N=C/c1ccco1)c1cc(-c2cccs2)[nH]n1,-2.4,1.1,5.7,14.0,-10.4,18.3,3.3,0.3,4.4
CSc1cccc(NC(=O)C2CCCN(c3ncnc4c3nc3n4CCCCC3)C2)c1 (stereo not given),-0.4,0.0,37.9,8.9,48.2*,16.5,5.2,3.4,-24.7
Cc1ccc(C2N(c3cccc(Cl)c3)C(=O)C3CCCN32)o1 (stereo not given),-0.5,1.6,-1.4,-23.0,-9.1,5.3,-3.2,-1.8,10.9
CCCCc1ccc(NC(=O)CN(C)CC(=O)Nc2ccccc2Cl)cc1,0.0,-11.6,27.3,10.2,39.1,17.0,-6.7,1.4,-1.2
Cc1ccc(Nc2nc(N3CCOCC3)nc(N3CCOCC3)n2)cc1,-2.5,5.0,2.9,7.1,17.8,8.9,-3.1,0.2,7.1
Cc1c(CC(=O)NCCCCCC(=O)O)c(=O)oc2cc3occ(-c4ccccc4)c3cc12,-4.8,-1.0,14.7,5.6,29.1,18.4,-2.5,1.6,8.7
Fc1ccc(-c2[nH]ncc2-c2nnnn2-c2ccccc2)c(F)c1,-4.5,-2.6,-1.5,9.0,10.3,-16.5,-1.4,-0.4,12.0
COc1ccc(-c2nn(-c3ccccc3)cc2CO)cc1OC,1.5,-3.6,3.9,20.9,9.5,32.5,-3.4,1.3,-5.8
COc1ccc(C(=O)NCC(c2cccs2)N2CCc3ccccc32)c(OC)c1 (stereo not given),-7.8,0.4,-5.0,-3.0,-4.6,15.2,-6.0,0.1,-38.4
O=C(COC(=O)c1cccnc1)Nc1ccccc1,3.2,-1.1,11.7,-0.6,-3.1,18.5,0.0,-1.4,-3.2
CCc1ccccc1N(C(=O)c1snc(C(N)=O)c1N)C(C(=O)NCC1CCCO1)c1ccc(OC)c(OC)c1 (stereo not given),-2.3,-2.3,15.4,-5.1,11.2,22.8,0.3,-1.5,8.8
CC(C)(C)OC(=O)N1CCCC1C(=O)N1CCc2ccccc21 (stereo not given),0.4,0.2,11.2,11.8,14.6,7.0,-1.8,-1.8,6.5
# (listing goes on)
SMILES,APJ agonist,NR3A LBD binder,tim23-1 inh,TIM10 inh,tim10-1 inh,NALP3 yeast inh,beta cell repl,MPTP block,APJ antagonist
Cc1ccc(N2C(=O)NC(NC(=O)C(C)(C)C)(C(F)(F)F)C2=O)cc1C (stereo not given),0.9,-3.2,9.1,4.8,13.1,-2.1,0.0,1.2,0.3
COc1ccc(/C=N/NC(=O)CNC(=O)c2ccc3c(c2)OCCO3)c(C(=O)O)c1OC,3.0,-0.2,-6.0,1.6,-7.1,0.9,-4.2,2.4,-29.0
Cc1ccccc1N=C(NO)c1cccnc1,1.8,3.3,-7.7,6.7,11.6,1.7,-0.7,-1.0,3.3
CN1CCc2c(sc(NC(=O)c3ccc(S(=O)(=O)N4CCOCC4)cc3)c2C(N)=O)C1,-4.9,0.6,1.5,2.3,-14.2,19.9,2.5,-1.1,11.8
O=C1CN(C(=O)COC(=O)c2ccco2)c2ccccc2N1,-3.6,1.1,-6.4,10.8,-4.0,14.9,-0.4,-1.6,4.5
O=[N+]([O-])c1cccc(-c2nnn(C34CC5CC(CC(C5)C3)C4)n2)c1,4.9,9.6,9.8,3.5,11.1,14.4,-4.1,2.9,13.5
CCc1cccc(NC(=O)C2CCCC2)c1,-8.7,0.2,28.7,23.3,29.4,2.9,-0.1,0.0,2.5
CC(C)Cc1cc(C(=O)N2CCN(c3ccc(F)cc3)CC2)no1,-5.5,-2.9,16.6,0.2,21.8,2.9,1.8,1.2,2.4
COc1ccc(OC)c(NC2=C(Cl)C(=O)N(Cc3ccccc3)C2=O)c1,-0.8,-1.0,33.5,16.2,27.1,15.1,-5.6,1.9,11.7
CCCCCn1nc(C)c2c(C)cc(=O)[nH]c21,0.6,-2.5,-11.3,-18.2,-12.7,0.3,1.8,0.1,-15.8
CC1(C)CC(=O)C=C(NCCN2CCN(C(=S)NC3CCCCC3)CC2)C1,-1.1,2.4,-5.0,12.4,13.2,18.0,0.9,-2.5,24.6
C/C(=N\OC(=O)c1c(-c2ccccc2Cl)noc1C)c1ccncc1,3.4,-0.3,-5.8,15.8,8.7,-1.2,0.6,-3.4,-25.7
